Yeast superoxide: yeast age-related superoxide inhibition as caloric restriction mimetic | hit rate 0.18% among 330,000 | superoxide response (% of plate mean), % at 10 µM | S. cerevisiae aged cells, superoxide DHE fluorescence; hits give low values;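 active = superoxide response under a set limit, about three screen SD below normal, cut at about 65% in these data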;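 also: yeast aged for seven days with compound at 30 °C before DHE staining; 100% = average MFI of all compound-treated wells on the plate with controls excluded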
MEP2 TOR yeast: modulators of TOR pathway MEP2-GFP in S. cerevisiae; S. cerevisiae MEP2-GFP strain, flow cytometry GFP, 3 h; 100% = DMSO control level; GFP response vs DMSO, % at 10 µM; hit rate 0.51% among 330,000; AID 2016;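 active = GFP response versus DMSO above a set limit, roughly screen mean plus 3 SD, cut at about 180% in these data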;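 also: median GFP fluorescence of the barcode-gated MEP2-GFP cells per well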
CIT2-GFP yeast: yeast TOR pathway CIT2-GFP modulation; hit rate 0.065% among 320,000; S. cerevisiae CIT2-GFP strain, flow cytometry, 3 h; 100 means same as DMSO wells; GFP response vs DMSO, % at 10 µM;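 active = GFP response relative to DMSO above a set limit, near the screen mean plus 3 SD, cut at about 150% in these data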;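 also: ratio of well median GFP fluorescence to mean of DMSO wells on the plate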
LAP4 TOR yeast: modulators of TOR pathway LAP4-GFP in S. cerevisiae; S. cerevisiae LAP4-GFP multiplex, flow cytometry GFP, 3 h; median GFP as percent of DMSO wells; GFP response vs DMSO, % at 10 µM; hit rate 0.34% among 320,000; AID 2023;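 active = GFP response vs DMSO above a set limit, about the screen mean plus 3 SD, cut at about 150% in these data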
GRK2 inh: human GRK2 inhibition via aptamer displacement; P25098; hit rate 0.59% among 330,000; AID 488847; bead flow cytometry, FAM-aptamer displacement from GRK2; inhibition of aptamer binding, % at 10 µM;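 active = inhibition of aptamer binding above 40%, roughly 3 SD of noise, on plates passing a quality check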;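 also: median bead fluorescence of bound FAM aptamer so fluorescent compounds give negative values; no value below 0 was filed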
Target sequence (P25098 whole entry, looked up): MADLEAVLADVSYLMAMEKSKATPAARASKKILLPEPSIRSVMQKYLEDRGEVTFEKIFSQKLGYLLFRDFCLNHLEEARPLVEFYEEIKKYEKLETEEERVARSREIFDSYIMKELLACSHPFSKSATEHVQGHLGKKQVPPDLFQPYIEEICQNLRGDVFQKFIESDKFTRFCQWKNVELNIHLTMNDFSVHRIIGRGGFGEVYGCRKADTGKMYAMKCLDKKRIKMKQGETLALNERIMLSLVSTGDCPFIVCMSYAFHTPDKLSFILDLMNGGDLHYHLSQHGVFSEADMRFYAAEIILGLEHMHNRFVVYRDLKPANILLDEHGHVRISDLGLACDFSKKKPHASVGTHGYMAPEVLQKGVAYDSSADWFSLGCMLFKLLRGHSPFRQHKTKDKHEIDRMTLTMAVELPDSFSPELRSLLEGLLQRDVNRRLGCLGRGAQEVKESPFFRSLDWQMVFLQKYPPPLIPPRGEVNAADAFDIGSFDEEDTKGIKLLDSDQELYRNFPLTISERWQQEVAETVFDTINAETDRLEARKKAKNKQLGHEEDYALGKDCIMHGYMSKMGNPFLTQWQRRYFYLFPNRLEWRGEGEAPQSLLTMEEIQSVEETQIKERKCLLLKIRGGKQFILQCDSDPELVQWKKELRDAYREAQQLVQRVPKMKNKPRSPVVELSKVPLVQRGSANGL
AGP1 TOR yeast: modulators of TOR pathway AGP1-GFP in S. cerevisiae; AID 2066; S. cerevisiae AGP1-GFP multiplex flow cytometry, 3 h; GFP as percent of DMSO wells; GFP response vs DMSO, % at 10 µM; hit rate 0.02% among 320,000;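 active = GFP response relative to DMSO above a set limit, near screen average plus 3 SD, cut at about 150% in these data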;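 also: median GFP channel fluorescence of the gated AGP1 strain per well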
VLA-4 inh: inhibition in a human VLA-4 binding assay; VLA-4 expressing cells, ligand binding flow cytometry; AID 2557; hit rate 0.2% among 330,000; inhibition, % (about 7 µM as worked out from the volumes in the protocol); P13612; in the data active = inhibition above about 50%
RPL19A TOR yeast: modulators of TOR pathway RPL19A-GFP in S. cerevisiae; S. cerevisiae RPL19A-GFP strain, flow cytometry, 3 h; hits give low values; percent response vs DMSO, % at 10 µM; hit rate 0.3% among 330,000;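 active = percent response vs DMSO below 50%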;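 also: median channel GFP fluorescence of the barcoded RPL19A-GFP strain; ratio of sample median GFP to plate DMSO average so 100% = DMSO; lower means less RPL19A-GFP as with rapamycin TOR inhibition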
An asterisk follows results filed as active; . = not tested or not shown; [ ] = dose if it differs, or a comment.

Short keys – A = Yeast superoxide; B = MEP2 TOR yeast; C = CIT2-GFP yeast; D = LAP4 TOR yeast; E = GRK2 inh; F = AGP1 TOR yeast; G = VLA-4 inh; H = RPL19A TOR yeast
Cc1ccc(S(=O)(=O)N2CCCCC2)cc1NC(=O)CSc1nc(N)cc(=O)[nH]1
  A: 99.8 | B: 103.5 | C: 102.0 | D: 106.7 | E: 0.0 | F: 105.8 | G: 7.0 | H: 101.5
COc1cc(C(=O)NNC(=O)/C=C/c2ccccc2)cc(OC)c1OC
  A: 107.5 | B: 94.4 | C: 93.2 | D: 92.2 | E: 0.0 | F: 97.9 | G: 3.7 | H: 97.7
O=C(O)c1cc(-c2ccc(Cl)cc2)n(-c2cccc(Cl)c2)n1
  A: 135.1 | B: 97.8 | C: 87.0 | D: 105.0 | E: 0.0 | F: 91.9 | G: 6.7 | H: 94.5
O=C(NCc1ccccc1)c1ccc(CS(=O)(=O)c2ccc(Br)cc2)o1
  A: 103.9 | B: 104.5 | C: 103.6 | D: 109.9 | E: 0.0 | F: 103.1 | G: -9.9 | H: 100.0
O=C(Nc1cccc(F)c1)c1cc(S(=O)(=O)N2CCC3(CC2)OCCO3)ccc1F
  A: 101.0 | B: 99.4 | C: 100.5 | D: 102.3 | E: 3.0 | F: 98.1 | G: 7.4 | H: 100.4
O=C1CCc2ccc(OCCCCN3CCN(c4cccc(Cl)c4Cl)CC3)cc2N1
  A: 94.3 | B: 99.8 | C: 82.0 | D: 105.5 | E: 0.0 | F: 88.7 | G: -4.0 | H: 98.2
CC1(C)CC(=O)C(C(N)=NC(=O)c2ccccc2)=C(O)C1
  A: 116.4 | B: 103.8 | C: 103.0 | D: 101.0 | E: 0.0 | F: 98.0 | G: 8.6 | H: 101.5
CC(C)Cn1c(N)c(C(=O)COC(=O)c2cccc(Cl)c2)c(=O)n(C)c1=O
  A: 103.1 | B: 98.2 | C: 95.4 | D: 108.3 | E: 0.0 | F: 107.5 | G: -5.5 | H: 98.6
CCN(CCCNC(=O)c1cn(CC)c2ccc(S(=O)(=O)N(C)C)cc2c1=O)c1cccc(C)c1
  A: 97.9 | B: 108.4 | C: 107.0 | D: 101.0 | E: 4.0 | F: 109.1 | G: 2.7 | H: 104.2
CC(C)c1ccc(N(CC(=O)NN=C2CCN(C)CC2)S(=O)(=O)c2ccccc2)cc1
  A: 92.7 | B: 99.3 | C: 108.4 | D: 98.0 | E: 0.0 | F: 98.3 | G: -1.7 | H: 97.1
COc1ccc(C(=O)OCC(=O)c2ccc[nH]2)cc1
  A: 85.6 | B: 108.3 | C: 94.8 | D: 102.9 | E: 1.0 | F: 100.8 | G: 12.0 | H: 98.8
CC(C)N(C(=O)CSc1ccc(S(=O)(=O)N2CCCCC2)cn1)c1ccccc1
  A: 112.1 | B: 99.2 | C: 101.7 | D: 99.8 | E: 0.0 | F: 100.1 | G: 7.3 | H: 96.3
Cc1ccc(C(=O)Nc2ccc(Nc3ccccc3)cc2)cc1C
  A: 93.1 | B: 97.5 | C: 91.5 | D: 118.4 | E: 0.0 | F: 103.3 | G: -8.0 | H: 100.5
COC(=O)c1cc(-c2ccc(OC)c(OC)c2)c2c(=O)[nH]c(=O)n(C)c2n1
  A: 101.6 | B: 115.0 | C: 97.2 | D: 99.7 | E: 1.0 | F: 95.7 | G: -7.1 | H: 106.3
CC1(CCc2ccccc2)NC(=O)N(CC(=O)Nc2ccc(S(N)(=O)=O)cc2)C1=O (stereo not drawn)
  A: 105.0 | B: 95.6 | C: 87.3 | D: 94.9 | E: 0.0 | F: 92.7 | G: -1.7 | H: 93.1

Next part:
structure	Yeast superoxide	MEP2 TOR yeast	CIT2-GFP yeast	LAP4 TOR yeast	GRK2 inh	AGP1 TOR yeast	VLA-4 inh	RPL19A TOR yeast
Cc1cc(-c2ccccc2)n2nc(C)c(-c3ccccc3)c2n1	104.7	104.8	102.3	104.2	0.0	102.1	-1.1	96.9
Cc1ccc(NC(=S)N2CCN(C3CCCCC3)CC2)cc1	98.0	96.6	94.6	103.8	0.0	110.7	-2.1	97.8
COc1ccc(CCC(=O)Nc2ccc(Cl)c(S(=O)(=O)N3CCCC3)c2)cc1	97.4	106.8	117.8	100.7	0.0	106.4	-4.4	107.6
O=C(CN(c1ccc(F)cc1)S(=O)(=O)c1ccccc1)NC1CC2CCC1C2 (stereo not drawn)	96.0	104.9[may fluoresce green]	100.2[may fluoresce green]	95.1[may fluoresce green]	0.0	100.5[may fluoresce green]	-14.7	106.5[may fluoresce green]
COc1ccc(/C=C/C(=O)Nc2ccc(OC)cc2[N+](=O)[O-])cc1	94.5	96.8	102.5	94.8	0.0	102.0	13.0	99.1
CCOc1ccc(NS(=O)(=O)c2ccc3c(c2)N(C(C)=O)CCO3)cc1	104.6	100.2	97.8	96.1	6.0	95.9	3.4	100.8
CCOC(=O)C1=C(C)NC(C)=C(C(=O)OCC)C1C(=O)OCC(=O)NC(C)C	92.5	97.6	98.8	95.2	4.0	97.6	-21.3	98.8
Cc1c(C(N)=O)sc2ncn(CCOc3ccccc3)c(=O)c12	99.0	106.5	106.5	108.3	0.0	107.6	-1.7	102.0
CCOC(=O)NC(=O)COC(=O)c1ccc(O)cc1	108.9	100.2	99.0	100.8	0.0	100.8	32.6	101.3
CCCNC(=O)[C@@H]1CCCN1C(=O)C1CCN(S(=O)(=O)c2ccc(C)cc2)CC1	64.3*	117.2	119.4	105.9	0.0	118.0	7.5	106.1
C=CCOc1c(CNc2ncn[nH]2)cccc1OCC	97.7	95.7	98.3	92.9	0.0	94.8	-5.3	94.9
COc1ccc(CN2C(=O)C(O)(CC(=O)c3ccc4c(c3)OCO4)c3ccccc32)cc1OC (stereo not drawn)	115.8	122.4	108.6	119.7	1.0	120.2	11.0	110.8
COc1ccc(C(=O)OCC(=O)c2ccc(C3CCCCC3)cc2)cc1	104.0	101.8	.	94.5	0.0	104.4	-1.3	104.1
O=C(OCc1cc(=O)n2cc(Br)ccc2n1)c1ccc(Cl)c(S(=O)(=O)NCc2ccccc2)c1	101.7	104.4	101.9	92.4	1.0	95.5	-5.6	102.6
Cc1ccnc(SCC(=O)Nc2oc(-c3ccccc3)c(-c3ccccc3)c2C#N)n1	111.0	98.8	96.5	107.3	0.0	101.1	-1.8	100.9

Screening data: PubChem BioAssay, NMMLSC
